Screening results deposited in PubChem BioAssay by several laboratories.
NPY1 pot ag – NPY-Y1 receptor potentiators or agonists, primary screen, cell-based; 220,000 compounds, 0.37% hits; Neuropeptide Y receptor type 1 (Homo sapiens), P25929; activation, % at 3.6 µM; NPY-Y1 expressing cells, potentiator/agonist activation; in the data active = activation above about 33%, passing the limit was not always enough;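 note: cells stimulated with NPY at EC10 then isoproterenol at EC100; 0% = low agonist plus stimulus and 100% = saturating agonist plus stimulus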
BaF3 tox – parental Ba/F3 cell viability inhibition, counter-screen for JAK2V617F inhibitor project, murine pro-B, CellTiter-Glo luminescence | 220,000 compounds, 1.1% hits | CellTiter-Glo ATP luminescence | AID 1486, 2009 | inhibition, % at 5.6 µM;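 active = inhibition above a per-campaign cutoff, the mean inhibition of all tested compounds plus 3 SD, cut at about 27% in these data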;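 note: 0% = DMSO wells and 100% = JAK Inhibitor I control wells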
Ba/F3 V617F tox – reduced viability of JAK2V617F-dependent Ba/F3 cells, primary screen, JAK2V617F inhibitor project, cell-based, Ba/F3 EpoR-JAK2V617F, luminescence | ATP luminescence | inhibition, % at 5.6 µM | 220,000 compounds, 1.1% hits | AID 1446, 2008;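 active = inhibition above the campaign mean plus 3 SD over all tested compounds, cut at about 24% in these data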;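 note: cytokine-independent growth of Ba/F3 cells driven by EpoR plus mutant JAK2; 0% = DMSO-treated cells and 100% = JAK inhibitor I control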
S1P4 agonist – S1P4 receptor agonists, primary screen, cell-based. Sphingosine 1-phosphate receptor 4 (Homo sapiens), O95977. activation, % at 4.98 µM. S1P4-expressing cell line, agonist reporter assay. 220,000 compounds, 0.35% hits; in the data active = activation above about 11%;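 note: 0% = DMSO vehicle and 100% = reference agonist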
NPY-Y1 antag – NPY-Y1 receptor antagonists, primary screen, cell-based. inhibition, % at 3.6 µM. HEK293-CNG Y1 cells, membrane potential fluorescence; NPY at EC95, then isoproterenol. 200,000 compounds, 1% hits. Neuropeptide Y receptor type 1 (Homo sapiens), P25929;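 active = inhibition above the campaign mean inhibition of all tested compounds plus 3 SD, cut at about 20% in these data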;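 note: 0% = DMSO wells given NPY plus isoproterenol and 100% = isoproterenol alone without NPY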
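Test system: HEK293 cells co-expressing NPY Y1 receptor and cyclic-nucleotide gated channel; Also added: NPY (25 nM), isoproterenol (1 µM), Ro 20-1724 (25 µM); Compound dosing: one concentration, 3.6 µM, in 0.4% DMSO; Timing: dye 3 h, compound 60 min room temperature, stimulation 45 min; Technique: Membrane-potential fluorescent dye readout.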
Runt-CBFb FRET – inhibitors of RUNX1 Runt–CBFb binding, primary screen, biochemical, FRET, Cerulean-Runt, Venus-CBFb, uHTS. Runt-related transcription factor 1 (Homo sapiens) + Core-binding factor subunit beta …. Cerulean-Runt/Venus-CBFb FRET ratio 530/480, 1 h. inhibition, % at 20 µM. 220,000 compounds, 0.46% hits. AID 1496, 2009;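 active = inhibition over about 50% at 20 µM in the single-dose screen, limit read from the data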;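 note: 0% = DMSO wells and 100% = excess unlabeled CBFb competitor control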
Target sequence (Q01196 whole entry, looked up): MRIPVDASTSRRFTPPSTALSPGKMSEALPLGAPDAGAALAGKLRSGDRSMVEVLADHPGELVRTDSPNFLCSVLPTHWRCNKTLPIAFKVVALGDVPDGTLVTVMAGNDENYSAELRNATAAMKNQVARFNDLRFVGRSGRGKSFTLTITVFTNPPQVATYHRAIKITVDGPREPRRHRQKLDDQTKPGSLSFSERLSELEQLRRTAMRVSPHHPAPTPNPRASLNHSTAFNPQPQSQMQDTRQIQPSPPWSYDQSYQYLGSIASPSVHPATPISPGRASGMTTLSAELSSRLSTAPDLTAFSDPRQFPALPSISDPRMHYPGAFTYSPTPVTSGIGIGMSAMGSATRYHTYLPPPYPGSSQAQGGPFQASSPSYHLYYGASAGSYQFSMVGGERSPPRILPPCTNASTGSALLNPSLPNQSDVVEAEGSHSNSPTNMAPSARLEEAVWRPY
Target sequence (Q13951 whole entry, looked up): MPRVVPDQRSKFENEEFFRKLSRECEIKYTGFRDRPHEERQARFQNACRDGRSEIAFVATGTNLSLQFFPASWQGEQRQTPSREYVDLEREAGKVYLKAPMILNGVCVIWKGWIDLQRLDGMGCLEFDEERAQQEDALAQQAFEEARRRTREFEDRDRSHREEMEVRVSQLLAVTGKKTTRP
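test system = Cerulean-tagged RUNX1 Runt domain (FRET donor) fusion protein | reagent = Venus-CBFb binding partner, 100 nM | incubation = protein complex preformed 1 h, compound exposure 1 h, room temperature, dark | detection = FRET fluorescence | read-out basis = loss of energy transfer signal | controls = 5 µM unlabeled CBFb as full-inhibition high control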
NPY-Y2 PAM-ag – NPY-Y2 potentiators or agonists, primary screen, cell-based | Neuropeptide Y receptor type 2 (Homo sapiens), P49146 | cells expressing NPY-Y2, potentiator/agonist read-out | activation, % at 3.6 µM | 220,000 compounds, 0.45% hits | AID 1359, 2008; in the data active = activation above about 27%;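 note: cells stimulated with NPY near EC25 plus isoproterenol at EC100; 0% = vehicle plus submaximal agonist and 100% = vehicle plus saturating agonist; some results beyond the cut were filed as inactive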
RBBP9 inh – human RBBP9 inhibitors, primary screen, biochemical, fluorescence polarization, FP-Rh probe, HTS; Serine hydrolase RBBP9 (Homo sapiens), O75884; recombinant RBBP9; inhibition, % at 7.94 µM; 220,000 compounds, 0.2% hits; AID 1515, 2009;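 active = inhibition above the campaign mean of all tested compounds plus 3 SD, cut at about 14% in these data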;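 note: plate controls were DMSO wells with RBBP9 for no effect and wells lacking RBBP9 protein for full effect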
Target sequence (O75884 whole entry, looked up): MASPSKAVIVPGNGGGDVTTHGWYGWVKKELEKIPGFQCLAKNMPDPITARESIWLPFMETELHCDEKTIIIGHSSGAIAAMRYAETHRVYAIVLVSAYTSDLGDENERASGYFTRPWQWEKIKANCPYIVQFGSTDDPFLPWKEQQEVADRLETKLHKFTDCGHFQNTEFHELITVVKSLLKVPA
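Measured by: FP readout at 525/598 nm; material: recombinant human RBBP9; also added: Serine-hydrolase probe FP-Rh, 375 nM pre-mixing; medium: Tris buffer pH 8.0, NaCl, Pluronic; replication: one well per compound; doses: one concentration, 7.94 µM nominal, 0.794% DMSO; timing: preincubation 30 min plus labeling 45 min at 25 °C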
S1P4 antagonist – S1P4 receptor antagonists, primary screen, cell-based | S1P4-expressing cells, antagonist mode, reporter read-out | inhibition, % at 4.98 µM | 220,000 compounds, 0.26% hits | AID 1510, 2009; in the data active = inhibition above about 29%;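 note: 0% = wells stimulated with agonist and 100% = vehicle wells without agonist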
Starred values were filed as active, the others as inactive; . = not tested or not shown. Some of the compounds tested; count on the stated rates, not on these rows.

SMILES	NPY1 pot ag	BaF3 tox	Ba/F3 V617F tox	S1P4 agonist	NPY-Y1 antag	Runt-CBFb FRET	NPY-Y2 PAM-ag	RBBP9 inh	S1P4 antagonist
CCOc1ccccc1N1C(=O)NC(=O)/C(=C/c2ccc3c4c(cccc24)CC3)C1=O	-32	0	-1	2.7	6	1	-11	-11	-3
O=c1cccc2n1CC1CC2CN(c2nc(N3CCCCC3)nc(N3CCCCC3)n2)C1 (stereo unspecified)	-20	2	-1	0.0	-1	-2	-5	9	1
CCCCOc1ccc(CN2CCN(CCO)CC2)cc1	1	6	-4	-1.3	-3	-1	-20	-10	-11
CC(C)n1cc(C(=O)N(CC(=O)NC2CCCC2)Cc2ccccc2)cn1	-10	7	6	-3.7	5	-2	5	-1	16
O=c1[nH]c(=O)n(Cc2ccc(F)cc2)c(O)c1C=NCCCO	2	1	1	-2.9	6	2	-24	2	-12
O=C(c1cc2nc(-c3ccccc3)cc(-c3ccccc3)n2n1)N1CCC2(CC1)OCCO2	-12	5	2	0.7	1	-1	2	0	-21
Nc1ccccc1N=Cc1c(O)n(CCC2=CCCCC2)c(=O)[nH]c1=O	-13	9	4	-1.4	-5	0	-2	-2	-15
CCOc1ccc2oc(C(=O)NN3C(C)CCCC3C)c(C)c2c1 (stereo unspecified)	1	-2	-2	-0.9	5	-1	-12	-3	-10
CCc1ccc(-c2nn(Cc3ccccc3)cc2C=O)cc1	0	6	6	-0.9	-4	-3	1	-7	3
COC(=O)C(C)Oc1cc(C)cc2oc(=O)c3c(c12)CCCC3 (stereo unspecified)	-12	5	-2	-1.7	-3	1	1	3	-17
CN1C(=O)/C(=C\c2ccc(N3CCCCC3)o2)C(=O)NC1=S	-2	4	2	-0.9	1	-32	-6	-2	-9
Cc1cc(/C=C2\C(=O)NC(=S)N(C)C2=O)c(C)n1C1CCCCC1	-5	7	0	-1.7	4	4	11	1	-13
C=CCN1C(=O)NC(=O)/C(=C/c2cccn2C)C1=O	-14	8	1	0.6	2	2	15	-4	-13
COc1ccc(N2C(=O)NC(=O)/C(=C/c3cccc(OC(=O)c4cccs4)c3)C2=O)cc1Cl	10	4	-1	0.0	0	4	1	-6	12
O=c1c2ccccc2nc(Cc2ccccc2)n1-c1ccc(O)cc1	-15	5	-5	0.3	-5	1	-13	-1	-16
CCOC(=O)N(c1ccccc1)P1(=S)OCCO1	9	3	-3	2.5	-2	6	8	-11	-17
CCN(CCNc1ccc([N+](=O)[O-])c2cccnc12)S(=O)(=O)c1ccc(Cl)cc1	6	2	-2	0.8	7	-3	13	-7	-16
CCC(=NCCCN(C)C)c1c(O)n(-c2ccc(OC)cc2)c(=O)[nH]c1=O	6	3	-2	1.8	4	0	-11	-6	-18
O=c1[nH]c(=O)n(CCC2=CCCCC2)c(O)c1C=Nc1cccc(F)c1	5	1	-3	-0.2	3	-3	15	1	-5
Nc1nnc(CCN2CCCCC2)s1	7	1	0	-0.5	8	-3	4	-1	-18
Cc1cc(N2CCOCC2)ccc1/C=C1\C(=O)NC(=O)N(c2ccccc2)C1=O	1	10	-4	0.6	10	.	-1	4	2
COc1cc2c(cc1OC)C13CCN4CC5=CCOC6CC(=O)N2C1C6C5CC43 (stereo unspecified) (tested in a mixture with another compound)	3	2	0	0.2	.	-1	0	-2	-8
Nc1ncc(P(=S)(N2CCOCC2)N2CCOCC2)s1	1	4	4	1.0	0	0	-2	-5	-9
CN1CCN(S(=O)(=O)c2ccc(Cl)nc2)CC1	-13	7	0	0.5	10	2	6	-2	-5
Cc1ccc2c(c1)C1CN(C)CCC1N2C(=O)c1ccc(Br)o1 (stereo unspecified)	6	5	3	2.1	5	0	-5	-4	2
CN1C[C@@H]2C[C@@H](c3cccn3-c3ccccn3)N3CCC[C@@]23C1=O	-15	11	5	0.1	-2	2	0	-5	7
Cn1c(O)c(/C=C/C=Nc2ccccc2)c(=O)n(C)c1=S	-7	-2	-2	1.1	-4	15	-13	-46	-10
CCNC(=O)NC(=O)C(C)OC(=O)c1c(C)nn(Cc2ccccc2)c1Cl (stereo unspecified)	-5	2	20	31*	5	0	5	-3	-17
O=C1C2CCCN2C(c2cccnc2)N1c1cccc(Cl)c1 (stereo unspecified)	12	9	1	0.0	1	1	-7	-4	7
CCCCn1c(O)c(C(CC)=NCc2cc(OC)cc(OC)c2)c(=O)[nH]c1=O	-7	5	-2	-1.6	4	-5	4	0	4
CC[N+]12CCC(CC1)C(=C(c1ccccc1)c1ccccc1)C2	18	29*	9	0.5	-1	2	14	-3	1
CC(=O)OC1N=C(c2ccccc2Cl)c2cc(Br)ccc2N(C)C1=O (stereo unspecified)	14	-1	-1	3.1	.	0	19	-1	-7
O=C(N/N=C/c1c(O)n(Cc2ccc(F)cc2)c(=O)[nH]c1=O)c1ccccc1O	-9	10	10	-1.2	4	1	0	-9	4
CCOc1c(Cl)cc(CNC(C)C(O)c2ccccc2)cc1OC (stereo unspecified)	30	4	2	-2.1	-2	0	-7	-5	7
CNC(=O)Oc1ccc2c(c1)C(=O)c1ccccc1CO2	0	2	-3	0.6	-4	31	-1	6	-19
O=C(CCS(=O)(=O)c1ccc(Br)cc1)N1CCC2(CC1)OCCO2	-4	6	3	-1.7	1	-2	7	5	-19
CCC12CN3CCN(CC(C3)/C1=N\O)C2	11	7	-1	2.5	-2	-2	7	-5	-12
C#CCOc1cc(C2C3=C(COC3=O)Nc3cc4c(cc32)OCO4)ccc1OC (stereo unspecified)	-9	25	5	2.4	13	-4	-8	-13	-15
CCC(=NCc1cccnc1)c1c(O)n(-c2ccc(C)cc2)c(=O)[nH]c1=O	2	4	-1	2.4	.	3	11	3	-7
CCC(=NCCCn1ccnc1)c1c(O)n(-c2ccccc2)c(=O)[nH]c1=O	0	-3	-1	0.4	.	-1	-11	-2	14
CCN1C(=O)NC(=O)/C(=C\c2ccc(N3CCOCC3)cc2OC)C1=O	21	5	1	0.6	1	-1	3	-9	1
CCN1CCN(c2cc(N3CCCC3)c([N+](=O)[O-])cc2F)CC1	-22	7	3	1.2	4	-3	-3	3	-5
CC12CN3CC(C)(CN(C1)C3c1cccnc1)C2=O (stereo unspecified)	4	3	0	-1.1	-4	0	-7	-7	-14
Cc1ccc(C2C(S(C)(=O)=O)=C(O)C(=O)N2c2ccccc2)cc1 (stereo unspecified) (tested in a mixture with another compound)	7	-2	-3	1.3	8	-1	9	-3	6
CCOc1ccc(Cl)cc1CNCCc1ccc(F)cc1	-6	5	-1	4.2	12	-2	-6	2	8
Cc1nn(Cc2ccccc2)c(C)c1C(=O)NC1CCCc2ccccc21 (stereo unspecified)	5	6	2	-0.4	3	1	11	-10	-7
COc1c(C)cc(C(=O)C2CCCN(C3CCOCC3)C2)cc1C (stereo unspecified)	-20	4	6	2.0	3	1	-15	2	1
COc1ccccc1OP(=O)(Nc1cccnc1)Oc1ccccc1OC	-21	13	6	0.1	1	1	-3	-1	-12
c1ccc2c(CN3CCCCCC3)c[nH]c2c1	10	26	62*	-0.3	7	.	-4	-1	2
CC1=C(C(=O)O)N2C(=O)C(NC(=O)CCCC(=O)O)C2SC1 (stereo unspecified)	8	-2	-2	-0.1	-2	4	0	9	-7
C[C@@H]1O[C@@H](O[C@H]2C[C@@H](O)[C@]3(CO)[C@H]4[C@H](O)C[C@]5(C)[C@@H](C6=CC(=O)OC6)CC[C@]5(O)[C@@H]4CC[C@]3(O)C2)[C@H](O)[C@H](O)[C@H]1O	-79	6	-2	-2.8	34*	0	-22	-10	33*
CCC[N+]12CCC(CC1)C(=C(c1ccccc1)c1ccccc1)C2	10	36*	18	-0.8	12	52*	2	-9	-6
CC(C)NS(=O)(=O)c1ccc(OCC(=O)N2CCN(C)CC2)cc1	7	4	2	-0.2	3	3	-14	-8	-2
CN1C(=O)NC(=O)C2(Cc3ccccc3N3CCOCC32)C1=O (stereo unspecified)	3	1	1	1.4	-1	-4	-8	-2	-20
COC(=NC1CCCC1)C(O)c1c[nH]c2ccccc12 (stereo unspecified)	-16	6	1	0.9	0	-1	-5	-3	0
COc1ccc(N2C(=O)NC(=O)/C(=C/c3ccc(N4CCOCC4)cc3)C2=O)cc1	-3	3	8	0.1	-1	1	-9	-15	-13
O=c1[nH]c(=S)[nH]c(O)c1N=Nc1cccc(S(=O)(=O)N2CCOCC2)c1	16	5	1	-0.3	.	-1	2	-3	9
O=C1NC(=O)N(CCC2=CCCCC2)C(=O)/C1=C\c1cccs1	-11	9	-1	-0.5	-3	11	-5	4	0
CC(C)c1ccc(O)c(CN2CCN(c3ccccc3)CC2)c1	-25	2	-4	-0.7	14	0	-1	-7	18
CC(=O)Nc1ccccc1C(=O)OCc1ccc(F)cc1	-17	-2	-1	-0.3	2	-1	-10	3	-18

5 of the compounds above, as a markdown table:
| Structure | NPY1 pot ag | BaF3 tox | Ba/F3 V617F tox | S1P4 agonist | NPY-Y1 antag | Runt-CBFb FRET | NPY-Y2 PAM-ag | RBBP9 inh | S1P4 antagonist |
| --- | --- | --- | --- | --- | --- | --- | --- | --- | --- |
| C#CCOc1cc(C2C3=C(COC3=O)Nc3cc4c(cc32)OCO4)ccc1OC (stereo unspecified) | -9 | 25 | 5 | 2.4 | 13 | -4 | -8 | -13 | -15 |
| CCN1CCN(c2cc(N3CCCC3)c([N+](=O)[O-])cc2F)CC1 | -22 | 7 | 3 | 1.2 | 4 | -3 | -3 | 3 | -5 |
| Cc1nn(Cc2ccccc2)c(C)c1C(=O)NC1CCCc2ccccc21 (stereo unspecified) | 5 | 6 | 2 | -0.4 | 3 | 1 | 11 | -10 | -7 |
| Cn1c(O)c(/C=C/C=Nc2ccccc2)c(=O)n(C)c1=S | -7 | -2 | -2 | 1.1 | -4 | 15 | -13 | -46 | -10 |
| CN1CCN(S(=O)(=O)c2ccc(Cl)nc2)CC1 | -13 | 7 | 0 | 0.5 | 10 | 2 | 6 | -2 | -5 |
